Source: PubChem (NCI)
Growth percent in the NCI-60 one-dose screen (48 h, 10 µM unless noted): 100 = growth as untreated, 0 = no growth, -100 = all killed.
OVCAR-3 – OVCAR-3 ovarian cancer; hit rate 7% among 79,000; AID 1794787
IGROV1 – IGROV1 ovarian cancer; AID 1794786; hit rate 4.7% among 79,000
RXF 393 – RXF 393 renal cancer cells. hit rate 6.9% among 77,000
OVCAR-4 – OVCAR-4 ovarian cancer cells | hit rate 3.7% among 80,000
ACHN – ACHN renal cancer; hit rate 4.9% among 81,000
OVCAR-5 – OVCAR-5 ovarian cancer; hit rate 2.9% among 82,000; AID 1794783
SK-OV-3 – SK-OV-3 ovarian cancer cells. hit rate 3.2% among 80,000. AID 1794785
A498 – A498 renal cancer cells; AID 1794774; hit rate 5.4% among 76,000
OVCAR-8 – OVCAR-8 ovarian cancer. hit rate 4.4% among 81,000. AID 1794782
* marks the source's active call; other numbers are inactive results; / = no result given; & = joins results of further samples; ! = a repeat was not active; [ ] = another dose, or the depositor's remark. How the source made its calls: active means growth percent below 10; inactive means the rest. Outcome played no part in choosing rows; overall some 11% were active at least once.

Values run as follows: OVCAR-3 | IGROV1 | RXF 393 | OVCAR-4 | ACHN | OVCAR-5 | SK-OV-3 | A498 | OVCAR-8
1. O=C(/C=C\c1cccc(Cl)c1)c1ccc(Cl)cc1
  112.5 | 98.4 | 97.6 | 96.9 | 115.5 | 101.2 | 107.4 | / | 99.3
2. Nc1cccc2c1CN(C1CCC(=O)NC1=O)C2=S (centres undefined)
  105.6 | 96.1 | 106.1 | 98.5 | 107.3 | 96.8 | 97.2 | 95.2 | 102.8
3. COc1ccc(OC)c(/C=N\NC(=O)N/N=C/c2cc(OC)ccc2OC)c1
  124.1 | 105.3 | 81.6 | / | 110.4 | 100.0 | / | / | 107.7
4. C/C(CC(C)C)=N/Nc1ccc([N+](=O)[O-])cc1[N+](=O)[O-]
  105.4 | 94.9 | 111.4 | 107.9 | 100.2 | 107.7 | 109.1 | 98.4 | 103.0
5. C#CCOc1ccc2ncnc(NCc3cccc(NC(=O)C=C)c3)c2c1
  100.7[8.25 µM] | 87.3[8.25 µM] | 102.2[8.25 µM] | 98.2[8.25 µM] | 89.7[8.25 µM] | 97.5[8.25 µM] | 115.4[8.25 µM] | 88.4[8.25 µM] | 88.2[8.25 µM]
6. O=C(CNC(=O)c1nc(-c2ccccc2)n(-c2ccc(Cl)cc2)n1)NO
  109.9 | 97.9 | 99.4 | 116.0 | 98.8 | 97.3 | 93.3 | 103.3 | 96.2
7. COCOc1cc2oc(C(=O)N[C@@H](Cc3ccccc3)C(=O)C(=O)NCc3ccccc3)c(C)c(=O)c2cc1OCOC
  118.5 | 107.0 | 97.3 | 103.6 | 97.0 | 103.1 | 114.9 | 103.6 | 103.6
8. O/N=C(\CSc1nnc(-c2c[nH]c3ccccc23)n1-c1ccccc1)c1ccccc1
  55.0 | 58.2 | / | 37.8 | 41.6 | 85.7 | 69.4 | 85.2 | 56.8
9. O=c1[nH]c2ccccc2n2cc3cccnc3c12
  91.8 | 90.2 | 80.8 | / | 49.1 | 140.2 | 82.5 | 51.2 | 63.4
10. FC(F)(F)c1cc(-c2nnc3n2NC(=NC2CCCC2)CS3)cc(C(F)(F)F)c1
  116.6 | 104.5 | / | 108.1 | 105.8 | 114.2 | 105.5 | 86.8 | 106.9
11. OC1(c2ccccc2)CC2CCC1C2 (centres undefined)
  120.7 | 115.5 | 113.9 | 105.1 | 95.8 | 89.5 | 113.3 | 96.3 | 103.1
12. CC(C)C1=C[C@@]23CC[C@H]4C(C)(C(=O)N=C=S)CCC[C@]4(C)[C@H]2C[C@@H]1[C@H]1C(=O)CCC(=O)[C@H]13 (some centres undefined)
  115.5 | 102.7 | 100.4 | 105.6 | 100.7 | 101.4 | / | 105.8 | 101.5
13. O=C(O)CCCSc1nc(-c2ccccc2)cc(-c2ccc(Cl)cc2)n1
  105.4 | 96.8 | 104.4 | 101.5 | 97.3 | 107.3 | 100.9 | 108.8 | 96.2
14. C=C(C)[C@@H]1CC[C@]2(C(=O)O)CC[C@]3(C)[C@H](CC[C@@H]4[C@@]5(C)C/C(=C/c6ccccn6)C(=O)C(C)(C)[C@@H]5CC[C@]43C)[C@@H]12
  40.8 | 51.6 | 62.1 | 36.2 | 35.9 | 82.4 | 70.4 | 61.7 | 32.0
15. CCCCn1c(=O)c(/C=C/C(=O)/C=C(O)/C=C/c2cc3cc(Cl)ccc3n(CCCC)c2=O)cc2cc(Cl)ccc21
  105.9 | 112.0 | 127.1 | 112.8 | 99.5 | 107.5 | 89.5 | 107.9 | 102.3
16. COc1ccc(C(=O)CSc2nc(-c3ccc(C)cc3)c(C#N)c(=O)[nH]2)cc1
  102.8 | 97.0 | 122.8 | 113.8 | 98.8 | 92.6 | 99.0 | 117.5 | 102.9
17. O=CNc1ccc(-c2nn(-c3ccccc3)cc2/C=C2\SC(=S)NC2=O)cc1
  98.4 | 84.9 | 99.1 | 80.3 | 68.6 | 106.7 | 114.5 | 85.1 | 80.4
18. COC(=O)C(c1ccccc1)C(O)c1ccccc1 (centres undefined)
  106.3 | 109.7 | 103.8 | 103.4 | / | 114.1 | 100.5 | 106.6 | 98.2
19. Nc1nonc1-c1nc2ccccc2n1Cc1nn[nH]n1
  115.6 | 111.2 | 104.8 | 107.1 | 106.5 | 109.3 | 110.2 | 95.9 | 98.7
20. COc1ccc(C(=O)/C=C/c2c(C(F)(F)F)nc3ccccn23)cc1OC
  -51.3* | 17.3 | 14.8 | 5.9* | -41.1* | 9.0* | 17.3 | 65.8 | 10.9
21. O=c1cc(Cn2cc(CSc3nc4ccccc4o3)nn2)c2c(ccc3ccccc32)o1
  97.0 | 88.7 | 89.0 | 98.1 | 88.9 | 103.1 | 78.1 | 81.4 | 92.8
22. c1c2c(cc3c1OCCO3)C1CN(C2)Cc2cc3c(cc21)OCCO3
  98.6 | 93.6 | / | 82.4 | 85.1 | 105.8 | 129.4 | 101.3 | 98.1
23. CN(C)c1nc(NCCNS(=O)(=O)c2ccc(C3=Nc4c(N)nc(N)nc4NC(c4ccc(C(F)(F)F)cc4)C3)cc2)nc(N2CCOCC2)n1 (centres undefined)
  58.2 | 45.7 | 16.6 | 58.0 | 77.3 | 78.0 | 55.8 | 94.8 | 43.2
24. COc1ccc(OC)c(-c2c(C#N)c(-c3ccc(C)cc3)nc3c2c(-c2ccccc2)nn3-c2ccccc2)c1
  105.2 | 113.1 | 98.1 | 98.3 | 104.4 | 106.3 | 94.3 | 79.6 | 101.2
25. COc1ccc2nc(C)c(-c3cc(-c4cc(OC)c(OC)c(OC)c4)nc(N)n3)nc2c1
  109.9 | 107.9 | 122.4 | 99.0 | 96.1 | 87.7 | 113.7 | 105.2 | 111.0
26. C/C=C/C=C/C(=O)Oc1ccc2c(c1)C(CCNC(=O)CCCCCCCCCCCCCCCCCCC)=CC2
  105.8 | 111.7 | 119.5 | 110.5 | 107.4 | 110.5 | 116.7 | 127.5 | 102.8
27. C=CCC(C(=O)OCC)(C(=O)OCC)/C(C)=C/C
  111.4 | 98.4 | 106.7 | 114.3 | 100.7 | 98.8 | 105.6 | 97.3 | 95.6
28. S=c1ssnc1-c1cc2ccccc2o1
  80.4 | -54.0* | 85.6 | 83.2 | 80.3 | 104.6 | 85.7 | 102.7 | 86.0
29. COc1cccc(OC)c1C(=O)Nc1cccc(-c2cc3ccccc3oc2=O)c1
  102.9 | 108.9 | / | 125.0 | 106.6 | 100.3 | 109.4 | 90.1 | 107.0
30. Nc1ccc2cc3ccc(N)cc3nc2c1
  11.3&122.2 | 19.1&111.0 | 8.5*! | -5.1*! | 1.7*! | 26.6&84.9 | 12.8&78.5 | 1.6*! | -2.4*!
31. COc1cc(Cn2cc3c(c2-c2ccccc2)CCc2cnoc2-3)cc(OC)c1
  96.7 | 109.8 | 99.4 | 73.8 | 79.3 | 99.2 | 92.0 | 102.2 | 88.6
32. O=C1OC(C(O)CO)C(O)=C1Nc1ccc(S(=O)(=O)c2ncc(NC3=C(O)C(C(O)CO)OC3=O)s2)cc1 (centres undefined)
  108.1 | 135.2 | 115.2 | 115.6 | 96.1 | 95.7 | 114.0 | 93.0 | 83.3
33. O=c1cc(-c2nccc3c2[nH]c2ccccc23)c2ccc(O)cc2o1
  92.4 | 75.4 | 101.4 | 105.0 | 94.2 | 98.6 | 98.2 | 121.5 | 98.3
34. CCOC(=O)C1=C(C)NC(SCc2nc(C)c(C)nc2C)N=C1c1ccc(OC)cc1 (centres undefined)
  92.2 | 79.7 | 91.2 | 59.6 | 80.6 | 91.2 | 109.5 | 94.3 | 87.7
35. COc1cccc(Oc2nccc(-c3cn(CC(N)=O)nc3-c3cc(C)cc(OC)c3)n2)c1
  108.2 | 106.9 | 89.8 | 96.7 | 104.6 | 94.5 | 103.3 | 98.6 | 97.3
36. COC(=O)CCC(=O)c1ccccc1
  110.8 | / | 138.7 | 111.6 | 106.2 | 98.4 | 119.4 | 111.5 | 102.2
37. NC1=NC2(C(=O)c3ccccc3C2=O)n2c(nc3ccccc32)N1
  117.4 | 95.8 | 116.0 | 106.4 | 95.6 | 95.3 | 96.1 | 117.2 | 99.7
38. c1ccc(-c2ccc3cnc4sc(-c5ccccc5)nc4c3n2)cc1
  100.0 | 92.2 | 111.2 | 109.6 | 105.5 | 103.1 | 93.6 | 120.6 | 96.1
39. O=C(O)c1ccccc1C(=O)c1cc(Cl)cc(Cl)c1O
  / | 81.6 | 88.4 | / | 101.0 | 110.4 | 96.5 | 76.9 | 95.0
40. Nc1nc(-c2ccccc2)c(N=Nc2ccccc2)s1
  71.0 | 48.2 | 19.9 | 61.9 | 70.5 | 68.3 | 64.0 | 49.2 | 70.4
41. COc1ccccc1CC(=O)O
  114.9&120.3 | 104.6&109.4 | 103.1&102.1 | 121.1&104.6 | 104.9&100.2 | 99.0&102.7 | 112.5&117.3 | 68.5&96.2 | 101.2&94.1
42. COc1ccc(-c2nn(Cc3ccccc3)c3c2-c2oncc2CC3)cc1
  114.3 | 123.7 | / | 91.9 | 97.4 | 114.1 | 120.9 | 80.9 | 90.8
43. COc1ccc(CC(O)CO)cc1OCc1ccccc1 (centres undefined)
  108.7 | 115.8 | 93.8 | / | 99.5 | 105.8 | 99.5 | 87.0 | 104.9
44. CN1CCN(c2ccc3nc(/N=C/c4ccc5sc(-c6ccc(Cl)cc6)nc5c4)sc3c2)CC1
  109.3 | 115.1 | 114.2 | 107.1 | 111.2 | 97.6 | / | / | 96.7
45. NNc1ccccc1C(=O)O
  119.5 | 118.1 | 113.6 | 110.6 | 98.9 | 88.9 | 114.8 | 98.1 | 109.6
46. Nc1ccc2c(c1)C(O)c1ccc(Cl)cc1-2 (centres undefined)
  111.6 | 87.3 | 102.1 | / | 115.2 | 108.4 | 101.4 | 101.1 | 97.5
47. C=C(C)[C@@H]1CC[C@]2(C(=O)NC3CCCCC3)CC[C@]3(C)[C@H](CC[C@@H]4[C@@](C)(CCC#N)[C@H](C(=C)C)CC[C@]43C)[C@@H]12
  89.5 | 88.5 | 85.0 | 83.4 | 93.7 | 90.2 | 95.9 | 75.6 | 93.7
48. COc1cc(C2N=C(NN)NC(C)=C2C(C)=O)ccc1O (centres undefined)
  109.9 | 99.2 | 107.6 | 101.6 | 102.9 | 104.1 | 117.1 | 107.3 | 106.2
49. C[C@@]12c3ccsc3CCN1C(c1ccccc1)=NN2c1ccccc1
  104.1 | 93.4 | 95.9 | 97.8 | 84.4 | 105.6 | 88.0 | 84.1 | 95.4
50. CC(C)(C(N)=O)N1CCN(c2ccc(Cl)cc2)CC1
  107.3 | / | 95.6 | 90.5 | 109.2 | 100.6 | 106.7 | 100.4 | 103.6
51. C=CCSc1nnc(COc2ccc3c(C)c(Cc4ccccc4)c(=O)oc3c2C)o1
  107.6 | 111.6 | 113.6 | 96.1 | 97.5 | 103.8 | 108.1 | 109.8 | 97.6
52. NS(=O)(=O)c1ccc(NCc2cn(-c3ccc(C(=O)O)cc3)nc2-c2ccc(F)cc2)cc1
  / | 103.5 | 111.8 | 100.1 | 97.7 | 95.4 | 101.6 | 89.2 | 101.5
53. Cc1cnc(SCc2ccc(Cl)cc2Cl)nc1SCc1ccc(Cl)cc1Cl
  112.1 | 111.5 | 97.2 | 100.2 | 104.3 | 109.4 | 110.5 | 101.9 | 100.9
54. COc1ccc(-c2[nH]ncc2CNc2cc3cc(OC)c(OC)cc3c(C)n2)cc1
  101.3 | 100.3 | 73.7 | 107.4 | 97.3 | 92.5 | 101.0 | 92.1 | 103.6
55. COc1ccc(/C=N\NC(=O)C[N+](C)(C)C)cc1
  112.2 | 105.6 | 111.1 | 106.4 | 95.6 | 101.8 | 111.6 | 105.5 | 101.2
56. O=C(Cn1nnc2ccccc21)N/N=C/c1ccccc1O
  28.8 | 63.7 | 83.7 | 59.5 | 50.5 | 71.0 | 53.6 | 79.9 | 60.4
57. COC(=O)c1ccc([N+](=O)[O-])cc1C(=O)OC
  105.1 | 96.3 | 117.5 | / | 101.1 | 100.3 | 101.6 | 88.8 | 112.4
58. CCOC(=O)C(C)(C#N)C(C)CC (centres undefined)
  123.2 | 120.0 | 117.9 | 111.6 | 108.4 | 108.4 | 110.5 | 133.1 | 104.3
